INS promoter inh = inhibitors of insulin promoter-driven GFP, primary screen, imaging, TRM-6 cells (human fetal islet line), eGFP reporter, cell count. reporter expression induced with tamoxifen. inhibition, % at 2 µM. actives 0.9% (n = 130,000);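 active = inhibition above the mean plus 3 SD, with well images judged a real hit on visual review, cut at about 60% in these data, passing the limit was not always enough; inconclusive = inhibition over the cutoff but images rejected on review; inactive = inhibition not above the cutoff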
sdo1 growth = growth rescue of sdo1-depleted yeast, primary screen, S. cerevisiae, bone marrow failure model | S. cerevisiae sdo1-depleted JHY4D growth rescue, OD600 30 h; active compounds read high; pdr5 snq2 efflux-pump mutant strain | z-score at 10 µM | actives 0.21% (n = 140,000) | AID 817, 2007;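 active = z-score above 3 at both the 24 hr and the 30 hr optical density reads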;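 also: z-score against mean and SD of all compound wells on the same plate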
sdo1 growth Rescue 24 h = also measured in sdo1 growth; calls as there; z-score; S. cerevisiae sdo1-depleted JHY4D growth rescue, OD600; measured here: growth rescue at 24 h;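 0 is the plate mean of compound wells and units are plate SD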
An asterisk follows results filed as active; i = inactive; ? = inconclusive; . = no result given. Random draw from the library. Share with any hit: about 0.92%.

SMILES	INS promoter inh	sdo1 growth	sdo1 growth Rescue 24 h
CC(=O)c1sc(N)c(C(=O)OC(C)C)c1C	3	-1	-1.2
C/C(=N\Nc1nc(-c2ccc(C)cc2C)cs1)c1cc2ccccc2oc1=O	.	-1.2	-1.1
COC(=O)c1cn(-c2ccccc2)nc1-c1cccnc1	21	0.23	0.42
COc1ccc2cc(CN(Cc3cccs3)Cc3nnnn3Cc3ccccc3)c(=O)[nH]c2c1	-5	-0.81	-0.95
COc1cccc(-c2nnc(SCc3nc4ccccc4[nH]3)n2N)c1	-6	-0.44	-0.91
Cc1nnc(NCc2ccco2)c2ccccc12	.	1.6	0.28
CCCOc1ccc(/C(O)=C2/C(=O)C(=O)N(CCN(C)C)C2c2ccc(O)c(OC)c2)cc1 (configuration not stated)	19	1.3	1.4
O=[n+]1c2c(n([O-])c3cc(Br)ccc31)CCC2	.	1.2	1.4
O=C(NCc1ccon1)c1ccc(OC2CCN(CCc3ccccc3)CC2)cc1	52	.	.
CC(C(=O)NC1CCCC1)N(C(=O)c1ccc(-c2ccccc2)[nH]1)c1ccccc1F (configuration not stated)	17	-0.41	-0.32
COc1ccc(CCNC(=O)COC(=O)C2CCCCC2)cc1	39	0.47	0.41
CC(=O)Nc1ccc(NC(=O)c2ccc(CSc3ccccc3)o2)cc1	82*	.	.
CCOc1cc(/C=N/Nc2ccccc2Cl)ccc1OCC(=O)O	.	-2.1	-2
CCOC(=O)CSc1nc2sc3c(c2c(=O)[nH]1)CC(C)(CC)OC3 (configuration not stated)	21	-0.19	-0.56
Cc1c(CNC2CCCC(C)C2C)c(C(=O)O)c(C)n1Cc1ccccc1 (configuration not stated)	-42	-0.03	0.02
O=C(CCl)Nc1cn(-c2ccccc2)nc1-c1ccccc1	7	.	.
O=C(Nc1ccccc1)Nc1ccccc1C(=O)NCc1ccco1	-12	-0.08	-0.43
Cc1sc(-n2c(C)ccc2C)c(C#N)c1C	35	-0.65	-1.4
Cc1ccccc1NC(=S)N1CCN(Cc2ccc3c(c2)OCO3)CC1	.	0.11	0.27
Cc1cc(C)c(S(=O)(=O)c2ccccc2)c(Cl)n1	0	-0.12	-0.63
Nc1nnc(CC(=O)N/N=C/c2cccc([N+](=O)[O-])c2)s1	.	0.5	-0.01
CCOC(=O)CSC1=Nc2ccccc2C2=NC(CC(=O)NCc3ccc(OC)cc3)C(=O)N12 (configuration not stated)	40	0.55	0.43
CCOC(=O)C(NC(=O)OC(C)C)(Nc1nccs1)C(F)(F)F (configuration not stated)	-62	13*	10*
Cc1ccccc1NC(=O)CSc1nnc(Cc2ccccc2)o1	75*	-0.13	-0.11
Cc1cccc(NC(=S)N(CCN2CCOCC2)Cc2cc3cc4c(cc3[nH]c2=O)OCCO4)c1	36	.	.
More structures
SMILES	INS promoter inh	sdo1 growth	sdo1 growth Rescue 24 h
NC(=O)COc1ccc(/C=N/NS(=O)(=O)c2ccccc2)cc1	-83	.	.
Cc1ccc(S(=O)(=O)N2CCC(C(=O)NCC3CCCO3)CC2)cc1 (configuration not stated)	-47	0.9	0.94
Cc1ccccc1NC(=O)N(C(C)C)C(C)C	46	0.12	0.66
CCNC(=O)CN(C1CCCCC1)S(C)(=O)=O	0	-0.35	-0.58
CCc1nnc(NC(=O)CSc2nnc(CNC(=O)c3ccc(OC)c(OC)c3)o2)s1	26	.	.
O=C(C1CC1)N1CCN=C1SCc1ccc(Cl)cc1	.	0.48	1.1
CC(SC1=NCCS1)C(=O)Nc1nnc(-c2ccc(Cl)cc2)s1 (configuration not stated)	.	-1.2	-1
COCCNC(=O)c1ccccc1NS(=O)(=O)c1ccc(Br)s1	-13	-0.21	-0.05
O=c1[nH]c2sc3c(c2c(=O)n1Cc1ccccc1)CCC3	-22	-1.1	-0.81
COc1ccc(CCNC(=O)CNS(=O)(=O)c2ccc(Br)s2)cc1OC	-36	0.14	-0.21
CCOC(=O)c1coc(CNC(=O)c2c(C)oc3c2CCCC3)c1	-14	0.11	-0.62
O=C(CSc1nc(-c2ccccc2)c(-c2ccccc2)[nH]1)NCc1ccco1	-343	-0.22	1.1
Brc1ccc(NCc2cccc3ccccc23)nc1	3	-1.6	-1.1
COc1cccc(-n2nnc3c(=O)n(CC(=O)Nc4ccccc4C)cnc32)c1	16	.	.
COc1ccc2c(c1)c(CC(=O)Nc1ccccc1OC)c(C)n2C(=O)c1ccc(Cl)cc1	.	0.82	0.9
CC(=O)c1ccc(NC(=O)Cn2nc(C)cc2C)cc1	12	0.58	0.45
Cc1c(C#N)c(N)nc2c3c(sc12)NC(=O)CC3c1ccc(F)cc1 (configuration not stated)	.	-0.11	-0.52
CCOC(=O)C1=C(N)n2c(s/c(=C\c3cccs3)c2=O)=C(C(=O)OCC)C1c1cccs1 (configuration not stated)	-22	0.53	0.51
C1CCc2nnc(-c3nnc4n3CCCCC4)n2CC1	-21	-0.56	-0.82
Cc1ccc(C(=O)SC2=NCCS2)cc1	26	-0.29	-0.25
O=C(c1ccc(Cl)cc1)N1CCCCC(Cl)C1=O (configuration not stated)	11	.	.
COc1ccc(/C=C2\SC(=S)N(NC(=O)c3csc4c3CCCC4)C2=O)cc1	37	0.46	0.85
CC1=C(C#N)C(c2ccc3ncccc3c2)C(C#N)=C(C)N1	56	0.66	0.89
COC(=O)c1ccccc1C(=O)N1CCOCCOCCOCC1	21	1.3	0.32
CCOC(=O)CCCNC(=O)CN1C(=O)NC2(CCCCCC2)C1=O	.	1.7	1.8
(listing goes on)
SMILES	INS promoter inh	sdo1 growth	sdo1 growth Rescue 24 h
O=C(NCc1ccccn1)C1CCCN(S(=O)(=O)c2ccccc2)C1 (configuration not stated)	i	-0.15	-0.51
COc1ccccc1Nc1nnc(Cc2ccccc2)c(=O)[nH]1	27	.	.
O=C(CCc1ccccc1)NC(c1cccs1)c1cc(Cl)c2cccnc2c1O (configuration not stated)	-115	.	.
Cc1ccc(CN2CCN(/N=C/C=C/c3ccccc3[N+](=O)[O-])CC2)cc1	?	.	.
Cc1cc(NCc2ccccc2)nc(-c2ccccc2O)n1	.	-1.7	-0.37
CC(=O)c1ccc(Oc2ccc(C(=O)c3ccc(C)c(C)c3)cc2[N+](=O)[O-])cc1	0	0.41	0.05
Cc1ccc(N=Nc2c(O)n(CN3CCOCC3)c3ccccc23)cc1	-3	-1.2	-0.55
Cc1ccccc1Nc1scc(-c2ccc(Br)cc2)[n+]1-c1ccccc1C	-19	.	.
Cn1c(N)c(C(=O)COC(=O)CCCc2c[nH]c3ccccc23)c(=O)n(C)c1=O	.	0.57	0.6
COc1ccc(N=Cc2c(O)[nH]c3ccccc23)cc1	-16	-0.72	-0.58
COc1ccc(CC(NC(C)=O)C(=O)NC2CCN(c3c(Cc4ccccc4)c(C)nc4ncnn34)CC2)c(OC)c1 (configuration not stated)	0	.	.
CCOc1nc(C)ccc1-c1noc(-c2ccco2)n1	-263	-0.1	-0.24
Nc1ncnc2c1ncn2CCNCCc1ccccc1	-3	-0.64	-1.3
Cc1ccc(S(=O)(=O)Cn2nnnc2C(CC(C)C)N2CCN(c3ccccc3)CC2)cc1 (configuration not stated)	i	-1.4	-0.56
N#C/C(=C\c1ccccc1C(F)(F)F)C(=O)Nc1ccccc1F	13	-1.6	-1.2
O=C(/C=C/c1cccc(F)c1)N1CCN(c2ncccn2)CC1	67	.	.
O=C(Nc1ccn(-c2ccccc2)n1)c1ccc(Cl)cc1	3	-0.69	-1.4
O=C(O)/C=C\C(=O)N1CCc2ccccc21	.	0.88	0.72
NS(=O)(=O)c1ccc(CCNC(=O)/C=C/c2ccc([N+](=O)[O-])cc2)cc1	-7	.	.
COc1ccc(C(Nc2ccccn2)c2oc(CO)cc(=O)c2O)cc1 (configuration not stated)	27	0.42	0.45
CCc1cc2c(=O)c(-c3cnn(-c4ccccc4)c3)coc2c(CN2CCOCC2)c1O	0	-1.1	-0.55
S=C(NCCCN1CCOCC1)Nc1ccc(Cl)cc1Cl	-4	-1	-0.83
CCCCC(=O)c1ccc(O)cc1O	13	-0.35	-0.97
Cc1cc(C)cc(OCc2nnc(SCC(=O)Nc3ccccc3)o2)c1	50	-0.28	0.71
Cc1ccccc1C(=O)NC1CCN(Cc2nnnn2Cc2ccc(F)cc2)CC1	-117	0.69	-0.29

Structures from the list above that contain fluorine, in the order listed:
SMILES	INS promoter inh	sdo1 growth	sdo1 growth Rescue 24 h
CC(C(=O)NC1CCCC1)N(C(=O)c1ccc(-c2ccccc2)[nH]1)c1ccccc1F (configuration not stated)	17	-0.41	-0.32
CCOC(=O)C(NC(=O)OC(C)C)(Nc1nccs1)C(F)(F)F (configuration not stated)	-62	13*	10*
Cc1c(C#N)c(N)nc2c3c(sc12)NC(=O)CC3c1ccc(F)cc1 (configuration not stated)	.	-0.11	-0.52
N#C/C(=C\c1ccccc1C(F)(F)F)C(=O)Nc1ccccc1F	13	-1.6	-1.2
O=C(/C=C/c1cccc(F)c1)N1CCN(c2ncccn2)CC1	67	.	.
Cc1ccccc1C(=O)NC1CCN(Cc2nnnn2Cc2ccc(F)cc2)CC1	-117	0.69	-0.29

(more compounds)
SMILES	INS promoter inh	sdo1 growth	sdo1 growth Rescue 24 h
CC1(C)CC(=O)C=C(Nc2cc(-c3ccccc3)[nH]n2)C1	.	0.38	0.31
N/C(=N\c1nc2c(c(=O)[nH]1)CCCC2)Nc1ccccc1	14	0.18	-0.31
Cc1[nH]c2ccccc2c1C(=O)/C=C/c1ccccc1Cl	20	-0.82	-0.91
COc1cc2c(cc1OC)C(c1cccs1)NCC2 (configuration not stated)	.	0.53	0.93
Cc1cc(C)nc(NS(=O)(=O)c2ccc(N3C(=O)C4C5C=CC(C5)C4C3=O)cc2)n1 (configuration not stated)	.	-0.17	0.26
Cc1onc(-c2ccccc2)c1C(=O)N/N=C/c1cc(Br)c(Br)o1	-14	-0.77	-0.14
Cc1cc(C)n(C(=O)c2ccc(S(=O)(=O)N3CCOCC3)cc2)n1	23	1.3	1.4
O=C(CN(C(=O)c1ccc(Cl)cc1)C1CCCCC1)Nc1ccc(Cl)c([N+](=O)[O-])c1	-41	-0.46	-0.05
CC1=C(C(=O)Nc2ccccc2)C(c2sccc2C)n2nnnc2N1 (configuration not stated)	-14	1.3	1.3
COc1ccc(C2/C(=C(/O)c3ccccc3)C(=O)C(=O)N2c2ncccn2)cc1OC (configuration not stated)	-11	0.76	0.21
O=c1cc[nH]c2cc(Cl)ccc12	43	0.54	0.17
COc1cc2c(cc1NC(=O)c1cccc([N+](=O)[O-])c1)oc1ccccc12	-19	3*	4.2*
CC(=O)NC(C(=O)c1ccccc1)C(=O)c1ccccc1	40	0.49	-0.26
O=C(COC(=O)c1ccc(S(=O)(=O)Nc2ccccc2)cc1)NCCN1C(=O)CSC1=O	36	-0.1	-0.84
Cc1ccc(C(=O)Nc2cccc(C(=O)NCc3ccco3)c2)cc1	-8	-0.37	-0.32
COc1cc2c3nnc(-c4ccc(F)cc4)c-3cn(Cc3ccc(C)cc3)c2cc1OC	.	0.9	0.26
COc1nc(Nc2cccc(C(F)(F)F)c2)nc(OC)n1	0	-0.75	0.12
Nc1nc(Nc2cccc3ccccc23)nc(C2CCCC2=O)n1 (configuration not stated)	.	0.7	1.1
O=C(COc1ccc(/C=N/NS(=O)(=O)c2ccccc2)cc1)NCc1ccccc1	30	-0.72	-0.92
O=C(NCc1ccccc1)c1nc(-c2cccs2)no1	25	.	.
Clc1ccccc1Sc1cnc2ccccc2n1	-11	-0.89	-1
O=C1CCCC2=C1C(c1ccc(O)c(O)c1)c1c(ccc3ncccc13)N2 (configuration not stated)	18	.	.
COc1ccc(-n2ncc3c(NCc4cccs4)ncnc32)cc1	32	-1.5	-1.3
O=C(c1ccco1)N1N=C2CCCCCC2C1(O)C(F)(F)F (configuration not stated)	7	.	.
Cc1cc(NC(=O)c2cc([N+](=O)[O-])cc([N+](=O)[O-])c2C)no1	-40	.	.
Continued:
SMILES	INS promoter inh	sdo1 growth	sdo1 growth Rescue 24 h
Cc1ccccc1CS(=O)(=O)CCC(=O)N1CCN(c2ccc(N3CCOCC3)nn2)CC1	38	0.65	0.28
Nc1cc(=O)[nH]c(SCCNS(=O)(=O)c2ccccc2)n1	.	0.48	0.08
CCCN(S(=O)(=O)c1ccc(OCC)cc1)S(=O)(=O)c1cccs1	-33	0.77	0.17
O=C(CSc1nc2ccccc2[nH]1)NCCN1CCCCC1	-44	0.56	0.82
COc1ccc(S(=O)(=O)N2CCSC2)cc1C	.	0.1	-0.13
CCC(C)NCCCOc1c(C)cc(C)cc1Br (configuration not stated)	-29	1.2	1.5
CC(=O)N1CCN(C(=O)COc2ccc(Br)cc2)CC1	-49	0.66	0
N/C(Cc1ccc([N+](=O)[O-])cc1)=N\OC(=O)Cc1ccc(Cl)cc1	-88	-1.9	-1.1
COC(=O)C1=CN(c2ccc(OC)cc2)C=C(C(=O)OC)C1c1ccc(C)c([N+](=O)[O-])c1	14	-0.9	-1.5
CCOc1ccc(-c2nn(-c3ccccc3)cc2/C=C(\C#N)S(=O)(=O)c2ccccc2)cc1C	-10	0.43	0.08

Some of these compounds in order of the sdo1 growth Rescue 24 h value, smallest number first.
SMILES	INS promoter inh	sdo1 growth	sdo1 growth Rescue 24 h
Nc1nnc(CC(=O)N/N=C/c2cccc([N+](=O)[O-])c2)s1	.	0.5	-0.01
Nc1cc(=O)[nH]c(SCCNS(=O)(=O)c2ccccc2)n1	.	0.48	0.08
COC(=O)c1cn(-c2ccccc2)nc1-c1cccnc1	21	0.23	0.42
Cc1ccccc1NC(=O)N(C(C)C)C(C)C	46	0.12	0.66
Cc1cc(C)n(C(=O)c2ccc(S(=O)(=O)N3CCOCC3)cc2)n1	23	1.3	1.4

High-throughput results as filed in PubChem.
